# Screening results as filed in PubChem BioAssay.
# CXXC DNA block: inhibitors of human MLL CXXC domain-DNA interaction; 290,000 tested, 0.037% active; Potency, µM (top dose mostly 115 µM), for the others: at the highest dose activity change, negative = inhibition, hits mostly inhibitors; MLL-CXXC / FITC-HOXA9 DNA fluorescence polarization; Q03164; active means well fitted inhibition curve with a large enough effect in the polarisation, with a control signal flat, not every such curve was filed as active; inconclusive means small, poorly fitted or top-dose-only effect, or effect the other way, or a change in a side signal; inactive means no such curve, though single readings can be large or run the other way; the % refers to the polarisation; further: potency means the concentration at half of the fitted maximal effect
#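 Purified MLL-CXXC (added from a 7 uM solution) was preincubated 5 min at ambient with pinned compounds in 50 mM Tris-HCl pH 7.5, 50 mM NaCl, 1 mM DTT, 0.05% BSA. Fluorescein-labeled HOX-A9 DNA (50 nM solution) followed, 30 min, then polarization read.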
# Integrin act MD: activates integrin-mediated alleviation for muscular dystrophy; alpha7betagal myoblasts, beta-gal FDG fluorescence, 48 h; Potency, µM (highest dose often 38.3 µM), for the others: at the highest dose activation, hits mostly activators; 350,000 tested, 0.064% active; AID 624291;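 further: potency means the concentration at half of the fitted maximal effect; 100% = response of the positive control SU9516; nearly all actives have a fitted effect of over 60% in size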
#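 Alpha7betagal+/- myoblasts (passage 13) were plated 16-24 hr, then exposed to compounds (1:260 dilution of DMSO stock) for 48 hours at 37C. After MPER lysis, β-galactosidase reporter activity was read as FDG fluorescence (ex 480/em 540) after 30 minutes.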
# TSG101-PTAP inh: blocks PTAP/TSG101 interaction to inhibit HIV-1 budding | Q99816 | Potency, µM (highest dose often 115 µM), for inactives: top-dose activity change, negative = inhibition, usual class: inhibitors | Fluorescence polarization, FITC-PTAP peptide / Tsg101 binding | 340,000 tested, under 10 active | AID 493005; active means well fitted inhibition curve with a large enough effect in the main read-out, with a control signal flat, not every such curve was filed as active; inconclusive means small, poorly fitted or top-dose-only effect, or effect the other way, or a change in a side signal; inactive means no such curve, though single readings can be large or run the other way; further: potency means the concentration at half of the fitted maximal effect; % of control where 0% means no effect
# Target sequence (Q99816 whole entry, looked up): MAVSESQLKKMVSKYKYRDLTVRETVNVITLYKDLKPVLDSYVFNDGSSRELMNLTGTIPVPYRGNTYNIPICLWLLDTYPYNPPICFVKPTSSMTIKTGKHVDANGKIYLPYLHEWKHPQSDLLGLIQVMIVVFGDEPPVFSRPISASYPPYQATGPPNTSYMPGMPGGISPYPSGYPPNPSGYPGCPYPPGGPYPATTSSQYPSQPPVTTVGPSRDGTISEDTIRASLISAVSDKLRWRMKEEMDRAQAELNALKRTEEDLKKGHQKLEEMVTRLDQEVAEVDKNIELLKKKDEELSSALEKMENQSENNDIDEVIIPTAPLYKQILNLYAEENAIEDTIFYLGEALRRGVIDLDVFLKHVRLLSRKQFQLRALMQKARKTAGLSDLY
#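 FP read-out: FITC-PTAP peptide, 50 nM final, binding Tsg101 binding domain, 10 uM final; 20 min, r.t.; 10 mM HEPES pH 7.5, 0.15 M NaCl, 0.01% Tween 20, 3 mM EDTA, 0.1 mM TCEP.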
# Mito fusion yeast: mitochondrial division inhibition or fusion activation; Potency, µM (top dose mostly 46.1 µM), without a hit: at the top dose growth rescue (activation), hits mostly activators; S. cerevisiae fusion-defective mutant growth rescue, CellTiterGlo 48 h; 320,000 tested, 0.23% active;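 further: potency means the concentration at half of the fitted maximal effect; % of control where 0% means no effect; nearly all actives have a fitted effect of over 45% in size; temperature-sensitive fusion mutants such as fzo1-1 at 37 °C on non-fermentable ethanol glycerol medium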
#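 Temperature-sensitive fusion-defective S. cerevisiae (e.g. fzo1-1, mgm1-5) were grown with compound in YPEG medium (3% ethanol, 3% glycerol) for 48 hours at 37C. Growth rescue was measured as viability by CellTiterGlo luminescence after 10 minutes at ambient.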
# A-T KAP1 phos: candidate therapy for ataxia-telangiectasia; 320,000 tested, 0.19% active; […] A-T fibroblasts, KAP-1 phosphorylation AlphaLISA; neocarzinostatin DNA damage 30 min before lysis; Potency, µM (doses to about 57.5 µM), for inactives: at the top dose activation, most hits filed as activators; further: potency means the concentration at half of the fitted maximal effect; % of control where 0% means no effect; nearly all actives have a fitted effect of over 45% in size
#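 ATM-like activity read as KAP-1 phosphorylation via AlphaLISA donor/acceptor antibody pairs after lysis and 6 hr at 25C. Cells were ATM-null patient fibroblasts ([…], hTERT), dosed 60 min, then exposed to the DSB inducer NCS for 30 min.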
# Menin-MLL TR inh: displaces Texas Red mutant MLL peptide from human menin; O00255; Menin + Texas Red MLL mutant peptide, fluorescence polarization; Potency, µM (top dose mostly 61.6 µM), for the others: top-dose FP activity change, negative = inhibition, most hits filed as inhibitors; 270,000 tested, 0.23% active; active means well fitted inhibition curve with a large enough effect in the polarisation, with a control signal flat, not every such curve was filed as active; inconclusive means small, poorly fitted or top-dose-only effect, or effect the other way, or a change in a side signal; inactive means no such curve, though single readings can be large or run the other way; the % refers to the polarisation; further: potency means the concentration at half of the fitted maximal effect; % of control where 0% means no effect; many of its hits are not listed in these tables
# TSHR antag: human thyrotropin receptor antagonism; TSHR-expressing cells, TSH-stimulated cAMP HTRF, 2 h; active compounds read low; activity change, negative = inhibition, % at 11.5 µM; AID 504810; P16473; 330,000 tested, 0.2% active;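 active means activity change below a set negative limit, meaning inhibition stronger than a set level, cut at about -70% in these data; inconclusive means activity change between two set negative limits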; further: on the % scale 0 is the no-effect control and ±100 the full control effect
#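 Inhibition of cAMP made by TSHR-expressing cells under TSH stimulation (4nM final, EC80; 2 h, 37 deg C) is quantified with a one-step lysis HTRF kit, anti-cAMP cryptate versus cAMP-d2.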
# S-ASM inh: inhibitors of human secretory acid sphingomyelinase. P17405. placental ASM, HMU-PC fluorogenic substrate, 60 min. Potency, µM (highest dose often 57.5 µM), for inactives: at the highest dose activity change, negative = inhibition, most hits filed as inhibitors. 340,000 tested, 0.006% active; further: potency means the concentration at half of the fitted maximal effect
# Target sequence (P17405 47-631 limits assumed): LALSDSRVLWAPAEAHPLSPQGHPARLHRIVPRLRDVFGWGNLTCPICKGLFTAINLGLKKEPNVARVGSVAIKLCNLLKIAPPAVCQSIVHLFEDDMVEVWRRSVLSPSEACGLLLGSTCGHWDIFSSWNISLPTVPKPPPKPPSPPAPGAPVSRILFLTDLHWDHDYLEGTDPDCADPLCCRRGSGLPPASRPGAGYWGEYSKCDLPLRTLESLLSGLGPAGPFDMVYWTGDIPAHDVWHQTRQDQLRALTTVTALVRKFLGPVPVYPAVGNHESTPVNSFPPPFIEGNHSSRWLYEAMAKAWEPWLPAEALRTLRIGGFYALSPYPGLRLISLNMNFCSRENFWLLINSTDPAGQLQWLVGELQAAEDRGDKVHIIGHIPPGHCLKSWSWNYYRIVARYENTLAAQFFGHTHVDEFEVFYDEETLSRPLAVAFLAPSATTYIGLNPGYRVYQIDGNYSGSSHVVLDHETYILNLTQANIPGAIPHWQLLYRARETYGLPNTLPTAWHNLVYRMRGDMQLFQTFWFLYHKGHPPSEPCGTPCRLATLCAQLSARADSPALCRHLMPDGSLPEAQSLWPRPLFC
#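 Steps: dispense placental human ASM, pin compound, wait 10 min at room temperature, add HMU-PC0 substrate at 9 uM final, incubate 60 min at 37 °C, add stop solution raising pH to 10, read fluorescence.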
# TCR act: activates T cell receptor signaling. 330,000 tested, under 10 active. Potency, µM (highest dose often 9.22 µM), for the others: at the top dose activation of IL-2 secretion, usual class: activators. primary human leukocytes, anti-CD3, IL-2 HTRF, 48 h; further: % of control where 0% means no effect
#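 TCR engagement came from a-CD3 beads alone, with compounds added to primary human leukocytes for 48 hr. Secreted IL-2 bridged europium cryptate- and d2-labelled anti-IL-2 antibodies, giving FRET emission at 665nm after 320nm excitation.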
# MBNL1-CUG inh: inhibitors of human MBNL1 binding to CUG repeat RNA; TR-FRET MBNL1-His/biotin-(CUG)12 binding, 665/545 ratio; Potency, µM (titrated, usually from 57.5 µM), inactives show at the highest dose activity change, negative = inhibition, hits mostly inhibitors; 280,000 tested, 0.036% active; AID 2675; active means well fitted inhibition curve with a large enough effect in the signal ratio, with a control signal flat, not every such curve was filed as active; inconclusive means small, poorly fitted or top-dose-only effect, or effect the other way, or a change in a side signal; inactive means no such curve, though single readings can be large or run the other way; the % refers to the signal ratio; further: potency means the concentration at half of the fitted maximal effect; on the % scale 0 is the no-effect control and ±100 the full control effect
#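 Inhibition of protein-RNA binding appears as loss of TR-FRET between terbium anti-His antibody on MBNL1-His and streptavidin-XL665 on biotin-(CUG)12. Activity is normalized to buffer-only and uninhibited-complex controls.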
# * marks the source's active call; other numbers are inactive results; u = inconclusive; x = not tested or not shown; [ ] = dose if it differs, or a comment. Unless noted, the call rests on the fitted dose curve; in most records, active means well fitted curve in the direction sought with a large enough effect; inconclusive means small, poorly fitted or top-dose-only effect, or another doubt; inactive means no such curve, though single readings can be large; an effect the other way counts as inactive or inconclusive. An excerpt; rates above refer to the full screens.
SMILES,CXXC DNA block,Integrin act MD,TSG101-PTAP inh,Mito fusion yeast,A-T KAP1 phos,Menin-MLL TR inh,TSHR antag,S-ASM inh,TCR act,MBNL1-CUG inh
Cc1ccc(CNC(=O)C2CC(=O)N(C3CCCCCC3)C2)cc1 (stereo not drawn),4.8%,-0.8%,-0.6%,2.9%,-2.0%,-9.2%,8.0,0.7%,-2.8%,-11.9%
CCc1nnc(NS(=O)(=O)c2ccc(NC(=S)NC(=O)/C=C/c3ccc(F)cc3)cc2)s1,-15.4%,25.5%,-5.8%,-2.1%,6.2%,35.3%[activator],-28.9,-1.7%,-1.8%[46.1 µM],-16.5%
Cc1cc(C)c(S(=O)(=O)N2CCCOC2CNC(=O)C(=O)NCCc2c[nH]c3ccccc23)c(C)c1 (stereo not drawn),2.7%,-16.9%,-0.8%,6.9%,-1.7%,-2.9%,17.8,-19.8%,-4.3%[46.1 µM],x
O=c1c2c3c(sc2ncn1/N=C/c1ccc([N+](=O)[O-])o1)CCCC3,-1.3%,-25.6%,-1.9%,-7.3%,-5.4%,36.5%[activator],-2.6,-3.7%,1.7%,0.3%
N#CC1(NC(=O)COc2ccc(S(=O)(=O)N3CCCC3)cc2[N+](=O)[O-])CCCCC1,x,-14.3%,-4.4%,0.7%,-2.3%,x,4.9,-0.4%,-4.4%,x
CCc1cccc2c(C=C(C#N)C#N)cn(CC(=O)N3CCCCCC3)c12,8.7%,44.2%,1.4%,-5.6%,0.1%,x,18.7,12.5%,-76.2%,3.6%
NS(=O)(=O)c1cccc(NC(=O)COC(=O)CCc2ccccc2)c1,52.9%[activator],-17.7%,-2.4%,2.6%,-9.7%,8.1%,2.7,0.0%[11.5 µM],5.8%,2.6%
COc1ccc(/C=C/C(=O)NCCCN2CCCC2)cc1,-5.7%,u,-2.2%,7.3%,-5.4%,4.7%,-1.1,0.8%,1.2%,22.4%
COC(=O)c1ccc(C23CC4(C2)[C@H](CN(CC2CCCCC2)[C@@H]4c2ccccc2)C3c2ccc(C(F)(F)F)cc2)cc1 (stereo partly drawn),30.4%,3.7%,3.7%,-18.0%,-6.5%,8.2%,7.1,-14.4%,-3.0%,-7.4%
Cc1ccc(C2=NOC(=O)/C2=C\C=C\c2ccccc2)cc1,-5.8%,-27.5%,0.9%,-1.2%,-4.2%,u,-15.1,-0.4%,1.1%,-2.7%
COC(=O)c1ccc(C)c(NC(=O)CSc2nc3[nH]c(=O)cc(O)c3s2)c1,x,-35.1%,0.4%,9.1%,-3.6%,x,-12.2,-0.5%,-13.2%,x
COc1ccc(N2CCN(S(=O)(=O)c3cccc4cccnc34)CC2)cc1,4.9%,-27.7%,-3.0%,4.5%,13.0%,-2.4%[11.7 µM],-3.5,-0.5%,3.2%,-2.3%
Cc1ccc(S(=O)(=O)N2CCOCC2)cc1NC(=O)CSc1nnc(NC2CC2)s1,x,25.6%,1.4%,-4.0%,7.1%,x,-3.7,3.0%,-0.2%,x
O=C(COC(=O)c1cc[n+]([O-])cc1)Nc1ccc(Cl)c(C(F)(F)F)c1,x,u,-9.5%,x,4.7%,x,x,-3.0%,-1.6%,x
Cc1c(N=NC2=C(O)CCCC2=O)c(=O)n(-c2ccccc2)n1C,-6.4%,-25.0%,-10.2%,-2.3%,-14.3%,0.2%,19.8,-2.4%,2.7%,u
O=C(Cn1c(=O)oc2cc(S(=O)(=O)N3CCc4ccccc43)ccc21)N1CCCCC1,5.3%,2.7%,-8.2%,0.3%,8.5%,-5.2%[11.7 µM],-8.0,-0.1%,-2.2%,0.1%
COc1ccc(C2CC(=O)CCN2S(=O)(=O)c2ccc(C)cc2)cc1 (stereo not drawn),x,17.6%,-6.9%,x,x,x,x,-1.4%,3.5%,x
CN1C(=O)[C@H]2[C@@H](C3CC3)N3C(=O)CN(Cc4ccc(-c5ccccc5)cc4)C(=O)[C@@]3(C)[C@H]2C1=O,-3.3%,-22.3%,x,2.5%,7.7%,-9.6%,7.2,3.6%,8.2%,-2.3%
CCCCn1c(N)c(N(CC(C)C)C(=O)Cn2c(=O)cnc3ccccc32)c(=O)[nH]c1=O,x,12.3%,0.0%,-7.3%,-2.0%,x,11.4,9.5%,0.4%,x
CC(C)CNC(=O)COC(=O)c1cc(S(=O)(=O)N(C)C)ccc1N1CCCC1,16.6%,-24.2%,-6.5%,-1.2%,-1.4%,-8.5%,6.9,3.2%,-2.8%,1.6%
COc1ccc(/C=C2\SC(=O)N(CCNC(=O)Cc3coc4cc(C)ccc34)C2=O)cc1OC,15.0%,3.3%,-2.7%,20.8%,2.7%,0.4%,2.8,-4.3%,-24.5%[46.1 µM],x
Oc1ccc(C[C@@H]2CNCCN2CCc2cccc(F)c2)cc1,x,23.7%,-4.0%,-4.6%,-2.6%,x,-8.0,2.9%,3.4%,x
Cc1nn(C)cc1C1Nc2ccccc2C(=O)N1O (stereo not drawn),-8.1%,17.8%,-12.3%,-2.4%,-0.5%,-18.7%,8.8,1.5%,3.6%[46.1 µM],0.6%
COc1ccccc1N1CC(C(=O)Nc2nc(C)cs2)CC1=O (stereo not drawn),x,-0.5%,0.0%,-0.5%,-2.8%,x,-11.2,5.0%,1.1%,x
O=S(=O)(Nc1cccc(-n2cnnn2)c1)c1ccccc1F,-4.4%,10.6%,-0.3%,5.2%,14.8%,x,7.5,3.2%,3.4%,-3.7%
CC(Sc1nncn1C)C(=O)Nc1ccc(S(N)(=O)=O)cc1 (stereo not drawn),-8.7%,-11.0%,3.5%,3.7%,1.5%,x,8.7,2.7%,-0.9%,-28.7%
Cc1csc(SCC(=O)NCc2cccs2)n1,-8.6%,5.0%,-0.3%,-0.4%,1.7%,3.7%,13.3,-0.8%,x,-5.7%
CCOC(=O)C1(Cc2ccccc2C)CCCN(C(=O)c2cc(CC)nn2C)C1 (stereo not drawn),-31.1%,6.3%,-4.0%,-2.9%,-3.9%,u,-5.0,3.8%,-3.7%,-15.0%
NC(=O)CSc1nc(-c2ccccc2Cl)ns1,16.1%,1.1%,-0.8%,-3.5%,2.3%,8.7%,-4.7,-0.1%,1.4%,9.4%
Nc1oc2ccccc2c1C(=O)Cc1ccccc1O[C@@H]1O[C@H](CO)[C@@H](O)[C@H](O)[C@H]1O,x,-18.2%,-2.1%,1.5%,4.8%,x,-0.9,1.6%,13.9%,x
CC(=O)N1CCN(S(=O)(=O)c2ccc(S(=O)(=O)NC3CCCCC3)cc2)CC1,14.4%,u,-1.4%,-1.5%,-0.3%,u,0.9,1.1%,-1.5%,-3.5%
COc1cccc2c1-c1c(C(=O)O)cccc1C2=O,4.9%,-18.1%,-5.8%,0.8%,2.1%,-1.2%,18.1,0.0%,-0.9%,u
COC(=O)[C@@]12CCCCN1[C@H](c1ccc(-c3ccc(C(C)=O)cc3)cc1)[C@H]1C(=O)N(C)C(=O)[C@H]12,x,1.4%,-4.8%,2.6%,15.2%,x,-9.3,-12.0%,-0.8%,x
CCn1c(SCC(=O)N2CC(=O)Nc3ccccc32)nnc1-c1ccoc1C,-20.6%,0.0%,0.4%,4.6%,-4.3%,-0.1%,1.9,1.7%,-5.7%,11.5%
O=C(COc1ccc(C(=S)N2CCOCC2)cc1)N1CCOCC1,u,-16.2%,4.5%,1.8%,0.0%,3.2%,3.7,1.3%,5.5%,-2.8%
COC(=O)c1ccc(CN2C(=O)C(C)N(C(=O)c3c(F)cccc3F)c3ccccc32)cc1 (stereo not drawn),0.5%,0.0%,-1.5%,7.9%,0.3%,7.7%,-6.3,-4.5%,-7.5%,-2.5%
CN1N=C2c3ccccc3CCCC2C1c1ccc(F)cc1 (stereo not drawn),-5.1%,-17.5%,-5.1%,8.9%,9.7%,x,6.4,-2.7%,2.6%,1.4%
COc1ccc(Cl)cc1NC(=O)CNCc1cccs1,3.5%,-19.3%,-0.2%,10.9%,1.8%,9.3%,-9.4,-1.6%,0.3%,-7.2%
O=C(/C=C/c1cccc([N+](=O)[O-])c1)NCC1CCCO1 (stereo not drawn),-2.7%,0.5%,-2.7%,7.3%,6.1%,0.3%,13.8,3.7%,x,u
CN(C(=O)c1cc(-n2cnnc2)ccc1Cl)c1ccccc1,-0.7%,-9.4%,-3.3%,-0.1%,2.9%,4.8%,-2.6,5.6%,-7.5%[46.1 µM],-14.6%
